Screening results deposited in PubChem BioAssay by several laboratories.
Vif imaging – blocks HIV Vif function | 340,000 compounds, 0.35% hits | inhibition, % at 7.49 µM | AID 602346 | HEK293T cells, Vif self-association by quenched fluorescence, imaging, 24 h; in the data active = inhibition above about 50%, passing the limit was not always enough; note: some results filed as inactive read as strong as hits
CaV13 FRET inh – Primary screen for inhibitors of IQ motif and Ca2+-dependent inactivation inhibitor domain binding in CACNA1D, Förster resonance energy transfer in living cells, …. HEK cells, CFP/YFP FRET ICDI-IQ, plate reader, 10 min; percent FRET-ratio fall versus neutral wells. AID 743397. inhibition, % at 12.3 µM. 340,000 compounds, 0.098% hits;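 active = mean replicate inhibition of at least 30% and at least 1% of replicates passing that level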;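 note: 0% = median of the neutral control wells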
m5-HT2A agonist – agonists of mouse serotonin 5-HT2A receptor (HTR2A) | P35363 | CHO-K1 mHTR2A beta-arrestin complementation, luminescence; percent of 30 µM serotonin response | activation, % at 7.6 µM | 360,000 compounds, 0.66% hits | AID 624169;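 active = activation above a run cutoff, the mean activation of all tested compounds plus 3 SD, cut at about 14% in these data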;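 note: 0% = plate median of compound wells and 100% = 30 µM serotonin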
Target sequence (P35363 whole entry, looked up): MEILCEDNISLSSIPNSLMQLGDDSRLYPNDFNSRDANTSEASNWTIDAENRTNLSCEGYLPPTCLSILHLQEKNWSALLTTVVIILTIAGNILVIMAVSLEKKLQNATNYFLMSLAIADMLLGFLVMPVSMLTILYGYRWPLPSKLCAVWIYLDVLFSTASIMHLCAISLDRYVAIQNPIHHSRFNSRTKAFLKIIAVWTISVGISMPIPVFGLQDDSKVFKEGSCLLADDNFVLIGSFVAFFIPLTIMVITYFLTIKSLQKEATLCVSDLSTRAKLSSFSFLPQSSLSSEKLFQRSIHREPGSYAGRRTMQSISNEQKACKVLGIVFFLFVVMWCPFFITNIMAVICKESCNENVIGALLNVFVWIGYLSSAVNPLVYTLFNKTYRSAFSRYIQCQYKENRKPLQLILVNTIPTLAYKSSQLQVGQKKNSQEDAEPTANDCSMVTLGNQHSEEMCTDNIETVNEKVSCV
iPSC survival up – hiPSC single-cell survival enhancement; survival enhancement, % at 20 µM; ATPlite luminescence; 100% = ROCK inhibitor wells, 0% = DMSO; 360,000 compounds, 0.044% hits; in the data active = survival enhancement above about 18%;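 note: cells exposed to compounds for 16 hours before the ATP read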
Glyco luc inh – blocks N-linked glycosylation in D54 reporter cells. D54 ERlucT glycosylation luciferase reporter, 24 h; percent of 100 nM tunicamycin response. reporter increase, % at 12.5 µM. 360,000 compounds, 0.23% hits;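 active = mean luciferase reporter signal, scaled so untreated is 0 and the glycosylation-blocking control 100, at or above a set limit in every replicate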;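 note: luciferase carries N-glycosylation sites so blocking glycosylation raises the light; 0% = median of neutral control wells and 100% = median of 100 nM tunicamycin wells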
aDG glyco up – alpha-DG glycosylation activation; Pro5-aDG cells, alpha-DG glycosylation AlphaScreen (IIH6); 0% Pro5, 100% B10-LARGE cell signal; activation, % at 10 µM; 360,000 compounds, 0.22% hits; AID 624168;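 active = activation of at least 8% versus controls, or a plate z-score of at least 8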;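 note: Pro5 are CHO cells carrying HIG-tagged alpha-DG that lacks glycosylation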
ABCB6 inh 2 – blocks the human ABCB6 transporter; Q9NP58; K562-ABCB6 porphyrin accumulation, flow cytometry, 1 h; hits give low values; fluorescence ratio to DMSO, % at 10 µM; 360,000 compounds, 0.19% hits; AID 602162;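 active = fluorescence ratio to DMSO below 75%, the collection mean minus 3 SD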;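 note: signal is porphyrin accumulated inside mitochondria; 100% equals median channel fluorescence of DMSO control wells; lower ratio means ABCB6 inhibition with less porphyrin fluorescence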
Cardio protect – protects H9c2 cardiomyocytes from peroxide injury; AID 588492; 360,000 compounds, 0.63% hits; H2O2 injury protection, ATPLite, 2 h; protection from H2O2 cell death, % at 20 µM;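 active = compounds giving at least 50% protection of heart cells from peroxide-induced death in the single-dose screen, raw or plate-pattern-corrected value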;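 note: 0% = DMSO wells with peroxide and 100% = DMSO wells without peroxide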
PDI inh – blocks human protein disulfide isomerase activity; P07237; PDI insulin aggregation turbidity, A650, 90 min; AID 588391; inhibition, % at 10 µM; 350,000 compounds, 0.052% hits;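 active = mean inhibition across replicates of 30% or more, whatever share of single replicates reach that level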;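 note: absorbance from insulin aggregation driven by PDI reduction with DTT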
Target sequence (P07237 whole entry, looked up): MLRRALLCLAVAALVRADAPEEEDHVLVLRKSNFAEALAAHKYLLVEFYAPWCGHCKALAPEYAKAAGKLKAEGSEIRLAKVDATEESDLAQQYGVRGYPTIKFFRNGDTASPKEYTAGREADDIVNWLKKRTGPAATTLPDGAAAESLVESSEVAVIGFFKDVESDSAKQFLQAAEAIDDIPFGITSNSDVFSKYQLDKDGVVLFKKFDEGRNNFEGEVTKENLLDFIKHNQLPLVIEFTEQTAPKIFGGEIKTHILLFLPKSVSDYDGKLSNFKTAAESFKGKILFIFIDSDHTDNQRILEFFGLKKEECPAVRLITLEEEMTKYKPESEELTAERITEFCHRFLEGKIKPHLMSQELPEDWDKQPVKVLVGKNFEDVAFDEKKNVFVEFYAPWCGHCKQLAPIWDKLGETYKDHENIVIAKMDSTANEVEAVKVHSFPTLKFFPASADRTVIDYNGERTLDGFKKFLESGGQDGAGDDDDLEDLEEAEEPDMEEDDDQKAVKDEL
Exocytosis inh – lytic granule exocytosis inhibition | inhibition, % at 10 µM | TALL-104 LAMP-1 surface exposure, flow cytometry; cells stimulated with thapsigargin and PMA | AID 651702 | 360,000 compounds, 0.66% hits;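 active = inhibition above about 55%, limit read from the data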
An asterisk follows results filed as active; · = no result given.

SMILES | Vif imaging | CaV13 FRET inh | m5-HT2A agonist | iPSC survival up | Glyco luc inh | aDG glyco up | ABCB6 inh 2 | Cardio protect | PDI inh | Exocytosis inh
CCOc1ccc(NC(=O)NCCCn2c(C)nc3cc(C)c(C)cc32)cc1 | -8 | -4 | -1 | 1.6 | 2 | 1.5 | 93 | -10 | 10 | 4
COC(=O)c1ccc(CSc2nnc(NC(C)C)s2)cc1 | 4 | -5 | 16* | -1.3 | 0 | 0.2 | 92 | -3 | 4 | -1
Cc1ccc2[nH]c(=O)c(CN(CCCN(C)C)C(=O)Nc3ccc(F)cc3)cc2c1 | -5 | -9 | -4 | -0.4 | 1 | 0.4 | 105 | 9 | -3 | -1
CC1(C)CC(NS(=O)(=O)c2ccc(F)cc2)CC(C)(C)N1 | -2 | -2 | 1 | -0.8 | 0 | -0.1 | 104 | 8 | 2 | 3
Cc1cccc(N2C(=O)C(Cl)=C(Nc3c(C)n(C)n(-c4ccccc4)c3=O)C2=O)c1C | · | -9 | 0 | 5.2 | 1 | -0.1 | 103 | 2 | -22 | -3
CC(=O)C[C@H]1c2cc(F)ccc2S(=O)(=O)N1c1ccc(N(C)C)cc1 | -6 | -10 | -4 | -1.9 | -6 | 0.1 | 104 | -7 | 8 | 7
COc1ccc(C2(CNC(C)=O)CCOCC2)cc1OC | 7 | -5 | -1 | -3.7 | 2 | -0.1 | 97 | 21 | 5 | -5
Cc1nnnn1/C(=C\c1ccccc1)C(=O)OCC(=O)NC(C)(C)C | -3 | -8 | -1 | 5.3 | 6 | 1.3 | 99 | 4 | 11 | 8
Cc1ccc(-c2cc(C(=O)Nc3sc4c(c3C(=O)NCc3ccco3)CCC4)[nH]n2)c(O)c1 | 0 | 6 | 0 | -1.8 | -2 | -0.8 | 99 | -2 | -11 | 0
COCCSc1nc(N)c(NC(=O)c2ccco2)c(=O)[nH]1 | 7 | -6 | 6 | -0.4 | 1 | -0.3 | 92 | 2 | 2 | 38
O=C(COC(=O)/C=C/c1ccc([N+](=O)[O-])cc1)NC1CCCCC1 | 5 | -6 | -5 | 0.8 | 2 | -0.1 | 99 | -2 | -2 | 2
CC(=O)Nc1nc2c(C)cc(NC(=O)C3CCCCC3)cc2s1 | 1 | -4 | -9 | -0.5 | 1 | 0.0 | 102 | -22 | -1 | -9
CCN(CC)CC#CCC(OC)(c1ccccc1)c1ccccc1 | 17 | -9 | 4 | 0.6 | -1 | 0.2 | 96 | 16 | -6 | -2
C=CCNc1ncnc2c1[nH]c1ccccc12 | -16 | · | 2 | 5.4 | 5 | 0.4 | 90 | -22 | 0 | -3
c1ccc2c(Nc3ccc(N4CCOCC4)cc3)nc(N3CCOCC3)nc2c1 | 5 | -20 | 2 | 2.5 | 1 | -0.1 | 82 | 22 | -8 | 17
O=C(C[n+]1ccccc1)c1ccc(-c2ccccc2)cc1 | -6 | -19 | -2 | 0.0 | 0 | -0.1 | 101 | 5 | 0 | 6
O=C(O)CCCCCNC(=O)c1ccccc1 | 11 | -6 | -2 | -1.2 | 0 | 0.2 | 97 | -2 | -1 | -2
CC1(c2ccc(Cl)cc2)NC(=O)N(CC(=O)c2ccc3c(c2)OCO3)C1=O (stereo not given) | 2 | -3 | -2 | -0.4 | 1 | 0.9 | 91 | 1 | 0 | 4
Cc1cc(NS(=O)(=O)c2ccc(NC(=O)C(C)N3C(=O)c4ccccc4C3=O)cc2)nc(C)n1 (stereo not given) | 16 | -5 | 0 | 3.1 | 0 | -0.2 | 94 | 0 | -4 | -3
CCn1c(=NC(=O)CN2C(=O)CCC2=O)sc2c(C)cc(C)cc21 | -17 | -8 | 1 | -2.7 | -1 | 0.3 | 95 | -4 | · | 12
COc1cccc(CNS(=O)(=O)c2cc(Br)ccc2Br)c1 | -2 | -6 | -1 | 3.0 | -2 | -0.1 | 96 | -5 | 5 | 1
COCCN1C(=O)N(c2ccc(OC)cc2)C(=O)C1CC(=O)Nc1cccc(F)c1 (stereo not given) | -5 | -4 | 2 | -0.5 | 2 | 0.0 | 95 | 4 | 7 | -7
Cc1ccc2c(=O)cc(C(=O)NC3CCS(=O)(=O)C3)oc2c1 (stereo not given) | -6 | -6 | 1 | -0.6 | -1 | 0.1 | 105 | 2 | 6 | -8
CCCCS(=O)(=O)Nc1ccc(N2CCOCC2)c(S(=O)(=O)N2CCOCC2)c1 | 1 | -6 | 0 | 0.5 | 2 | 0.5 | 99 | 10 | 9 | 1
CCN(CC)C(=O)[C@H]1C[C@H](CC(=O)NCCC2=CCCCC2)C(=O)N2CCc3c([nH]c4cc(CCC(=O)N(C)C)ccc34)[C@]12C | · | -3 | 2 | -1.1 | 1 | 0.0 | 96 | -1 | 12 | 0
CCc1c(C(=O)NCc2cnn(C)c2)csc1C | 8 | -7 | -3 | -1.3 | 0 | 2.1 | 96 | 4 | 3 | -1
O=C(c1cccc(S(=O)(=O)N2CCc3ccccc32)c1)N1CCN(c2ccccn2)CC1 | -3 | -2 | -1 | 2.3 | -10 | 0.2 | 96 | 14 | 0 | 0
Cc1oc2cc(O)ccc2c(=O)c1Oc1ccc(F)cc1 | -3 | -14 | 9 | 0.1 | 0 | -0.1 | 93 | 1 | 1 | 3
COc1ccccc1CNCC(=O)Nc1ccc(N(C)C)cc1 | 11 | -20 | 11 | -0.4 | 1 | 0.1 | 97 | 1 | -12 | -5
Cc1sc2nc(CN3CCCCC3)nc(Nc3ccc4c(c3)OCCO4)c2c1C | 2 | -1 | -2 | 1.1 | 1 | 0.7 | 104 | 1 | -6 | 0
Cc1ccc(NC(=O)c2nc[nH]c2C(=O)N2CCN(C(=O)OC(C)(C)C)CC2)cc1 | -7 | -3 | 4 | -3.8 | 2 | -0.2 | 91 | 4 | -8 | -8
O=C1NC(c2cccc3ccccc23)Nc2ccc(Cl)cc21 (stereo not given) | -4 | -7 | 0 | -2.0 | 7 | 0.3 | 95 | -6 | -15 | -25
CC(c1ccc(F)cc1)n1c(Cn2ncc3ccccc3c2=O)n[nH]c1=S (stereo not given) | 7 | -2 | 1 | 0.3 | 1 | 0.6 | 100 | 1 | 10 | -2
COc1ccc(/C=C2/NC(=O)N(CC(=O)Nc3cccc(C)c3)C2=O)cc1O | 8 | -4 | 2 | 0.8 | 1 | 0.2 | 100 | -5 | -3 | -2
C[C@H](NCCc1ccc(O)cc1)[C@H](O)c1ccc(O)cc1 | 1 | -4 | -3 | 2.1 | -1 | -0.3 | 101 | 8 | 0 | -1
O=C(NCc1ccncc1)c1cccc(S(=O)(=O)N2CCc3ccccc32)c1 | 1 | -6 | 0 | 0.0 | -2 | 2.6 | 89 | -15 | -8 | 7
O=c1[nH]nc(N/N=C/c2ccccc2OC(F)F)c(=O)[nH]1 | -4 | -11 | 0 | -0.4 | -1 | 0.1 | 101 | 6 | 5 | 5
COc1cc(OC)nc(NC(=O)CSc2nc3ccccc3[nH]2)n1 | · | -8 | -7 | 2.7 | 1 | -0.2 | 91 | 9 | 0 | 3
Cc1ccc(N2Cc3ccccc3OC(C)C2=O)cc1 (stereo not given) | · | -6 | -7 | -1.7 | 0 | -0.1 | 99 | 4 | 17 | 1
Cc1c(Cl)cccc1NC(=O)CSc1nccn1C | 5 | -6 | 9 | 0.5 | 0 | 0.0 | 93 | 11 | -15 | 1
O=C1Nc2cc(C(=O)N3CCc4ccccc4C3)ccc2S/C1=C\c1ccccc1 | -7 | -5 | -4 | 0.8 | 0 | 0.3 | 99 | -6 | -1 | 0
COc1ccc(-c2nnc(N)s2)cc1 | -4 | · | -2 | -2.9 | 1 | 0.0 | 87 | -8 | -3 | -1
CC(C)N(C(=O)[C@H]1C[C@H](CC(=O)NCCN2CCOCC2)C(=O)N2CCc3c([nH]c4ccc(Cl)cc34)[C@]12C)C(C)C | · | -6 | -3 | -1.3 | 2 | 0.0 | 97 | -14 | 12 | 3
COc1ccc(OC)c(C(=O)CSc2nc3ccccc3n2CC(=O)NC(C)(C)C)c1 | · | · | 1 | 7.3 | -1 | -0.1 | 99 | 11 | 24 | 2
Cc1ccc(C(=O)/C=C\Nc2ccc(C)c(C)c2)cc1 | 3 | -19 | 1 | -3.4 | -10 | 0.1 | 99 | -18 | 7 | 2

Compounds listed so far that have a tert-butyl group (three):
SMILES | Vif imaging | CaV13 FRET inh | m5-HT2A agonist | iPSC survival up | Glyco luc inh | aDG glyco up | ABCB6 inh 2 | Cardio protect | PDI inh | Exocytosis inh
Cc1nnnn1/C(=C\c1ccccc1)C(=O)OCC(=O)NC(C)(C)C | -3 | -8 | -1 | 5.3 | 6 | 1.3 | 99 | 4 | 11 | 8
Cc1ccc(NC(=O)c2nc[nH]c2C(=O)N2CCN(C(=O)OC(C)(C)C)CC2)cc1 | -7 | -3 | 4 | -3.8 | 2 | -0.2 | 91 | 4 | -8 | -8
COc1ccc(OC)c(C(=O)CSc2nc3ccccc3n2CC(=O)NC(C)(C)C)c1 | · | · | 1 | 7.3 | -1 | -0.1 | 99 | 11 | 24 | 2

Remaining list, next part.
SMILES | Vif imaging | CaV13 FRET inh | m5-HT2A agonist | iPSC survival up | Glyco luc inh | aDG glyco up | ABCB6 inh 2 | Cardio protect | PDI inh | Exocytosis inh
COc1ccc([N+](=O)[O-])cc1NC(=O)Nc1ccccc1 | -7 | -1 | -6 | -1.4 | -5 | -0.3 | 90 | -4 | 14 | 0
Cn1c(=O)c2nc(-c3ccccc3)c(-c3ccccc3)nc2n(C)c1=O | 1 | 4 | 2 | -0.1 | 3 | 0.1 | 95 | 5 | -2 | -4
CC1CCC2(CC1)NC(=O)N(CC(=O)N1CCc3ccccc3C1)C2=O (stereo not given) | -2 | 12 | 2 | -0.6 | 0 | -0.3 | 95 | -4 | -3 | 0
COc1cc2c(cc1OC)C1(Nc3c-2c(Cc2ccccc2)nn3-c2ccccc2)C(=O)Nc2ccccc21 (stereo not given) | 24 | -6 | 1 | 0.4 | 1 | -0.2 | 114 | -12 | -4 | 2
O=[N+]([O-])c1ccc(Sc2ncc3ccccn23)nc1 | 32 | -5 | -2 | -0.8 | -2 | 0.4 | 103 | 0 | 3 | -8
Cc1cccn2c(=O)c3cc(C(=O)NC4CCCCC4)c(=N)n(Cc4ccc(F)cc4)c3nc12 | 6 | 1 | -6 | -0.1 | 3 | 1.4 | 97 | -15 | -9 | 70*
Fc1cccc(Cc2noc(CN3CCCN(C4Cc5ccccc5C4)CC3)n2)c1 | 1 | -10 | -5 | -1.0 | -1 | 0.2 | 102 | -3 | 0 | -1
Cc1ccc(C(=O)NC2CCN(C(=O)Nc3ccccc3)CC2)cc1 | 6 | -2 | -7 | 0.4 | 2 | -0.2 | 97 | 2 | 1 | -12
COC(=O)c1c(-c2ccccc2Cl)noc1-c1cnc(N)nc1C(F)(F)F | 3 | 7 | 1 | 0.5 | 0 | 0.1 | 104 | -2 | -15 | -2
O=C(NCc1cccc(F)c1)c1cccc2c1C(=O)c1ccc(N3CCCC3)cc1S2(=O)=O | 7 | · | -3 | 1.5 | 0 | -0.4 | 99 | 16 | -1 | 7
O=C(OCC(=O)N1CCN(S(=O)(=O)c2ccc(Cl)cc2)CC1)c1ccc([N+](=O)[O-])o1 | -12 | 6 | 0 | -0.7 | 0 | 0.2 | 94 | -11 | 3 | 2
CC(C)c1ccc(S(=O)(=O)Nc2ccc(-n3cnnn3)cc2)cc1 | -13 | -6 | -8 | 0.3 | 0 | -0.1 | 97 | -11 | 5 | 0
